Screens: PubChem, Emory University Molecular Libraries Screening Center
EP2 modulator = EP2 receptor (human) modulation; P43116; AID 940; EP2-expressing cells, cAMP HTRF FRET, PGE2 co-stimulation; induction, % at 25 µM; 260,000 compounds, 0.83% hits;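 active = compounds whose cAMP rise, as percent of the full-agonist control response, exceeds 60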;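 also: rat C6 glioma line stably carrying human EP2 under a CMV promoter; the protocol text gives 20 µM as final concentration; 100% = response of wells given 1 µM PGE2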
Target sequence (P43116 whole entry, looked up): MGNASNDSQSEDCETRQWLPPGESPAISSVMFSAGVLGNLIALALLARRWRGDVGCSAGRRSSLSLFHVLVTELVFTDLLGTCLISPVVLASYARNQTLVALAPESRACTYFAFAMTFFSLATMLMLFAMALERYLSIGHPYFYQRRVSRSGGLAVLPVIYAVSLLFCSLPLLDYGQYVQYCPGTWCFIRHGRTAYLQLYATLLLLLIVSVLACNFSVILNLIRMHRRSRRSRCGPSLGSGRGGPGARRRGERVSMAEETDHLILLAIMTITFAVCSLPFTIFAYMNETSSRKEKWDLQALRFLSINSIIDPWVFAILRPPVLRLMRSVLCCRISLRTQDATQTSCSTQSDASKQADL
An asterisk follows results filed as active. The list is partial; the hit share may differ from the screen's.

Preview:
#	smiles	EP2 modulator
1	Cc1cc(C)n(CCn2ncc3c4sc(C)cc4n(Cc4ccc(F)cc4)c3c2=O)n1	21
2	COc1cccc(C(=O)N2CCC(n3nnc4ccccc4c3=O)CC2)c1OC	12

The list itself, from the start:
#	smiles	EP2 modulator
1	Cc1cc(C)n(CCn2ncc3c4sc(C)cc4n(Cc4ccc(F)cc4)c3c2=O)n1	21
2	COc1cccc(C(=O)N2CCC(n3nnc4ccccc4c3=O)CC2)c1OC	12
3	CCCc1ccc(C(=O)N2CCC(C(=O)c3cccnc3)CC2)o1	-35
4	O=C(O)[C@H]1CN(C(=O)CCN2CCCC2=O)C[C@@H]1c1ccc(F)cc1	-11
5	COc1ccc(/C=C/C2=CCN(C)CC2)c(O)c1	-5
6	CC[C@H](Cn1nc(-c2cccs2)ccc1=O)NC(=O)CN1Cc2ccccc2C1=O	-7
7	CC(C)c1nc2ccccc2c2nn(CC(=O)NC(C)(C)C)c(=O)n12	-45
8	O=C(C1CCCC1)N1CCC[C@H]1Cn1nc(-c2ccc3c(c2)OCO3)ccc1=O	-16
9	O=c1[nH]c(N2CCOCC2)nc2c1CCN(Cc1cccs1)C2	-11
10	Cc1nc(C)c(C(=O)N[C@@H](C)Cn2nnc3ccccc32)o1	-15
11	Cc1cc(-c2cncnc2C2CCCN(C(=O)c3cc(CC(C)C)on3)C2)on1 (centres undefined)	-6
12	Cc1nn(CC(=O)N2CCN(Cc3ccccc3)CC2)c(=O)c2cc3sccc3n12	8
13	COc1ccc(CC(=O)N2CCC[C@H]2Cn2nc(-c3ccc(F)cc3)ccc2=O)cc1	-33
14	O=C(NC[C@H]1CCCN(C(=O)c2ccccn2)C1)c1cccs1	-7
15	O=C(Cc1ccccc1Cl)N1CCn2c(CO)nnc2C1	-1
16	CCc1nn(CC(=O)NCCN(C(C)C)C(C)C)c(=O)c2cc3sccc3n12	-1
17	O=C(c1ccc2c(c1)OCCO2)N1CCC(n2nnc(-c3ccc(F)cc3)n2)CC1	-102
18	Cc1nc(C)c(C(=O)N2CCCC(c3ncncc3-c3ccncc3)C2)s1 (centres undefined)	-17
19	Cc1ncsc1C(=O)N1CCC(C(=O)c2nc3ccccc3s2)CC1	-43
20	COc1ccc(S(=O)(=O)N2CC=C[C@H]2C(=O)NC2CCCCC2)cc1	-47
21	CCc1nn(CC(=O)NCCOC)c(=O)c2cc3ccsc3n12	-17
22	Cc1ccc(CCNC(=O)Cn2nc(C)n3c(cc4sccc43)c2=O)cc1	-8
23	CC(C)[C@@H](Cn1nnc2ccccc21)NC(=O)c1cnn2cccnc12	-22
24	Cc1ncc(-c2ccncc2)c(C2CCCN(C(=O)C3CC3)C2)n1 (centres undefined)	-2
25	CC(C)[C@H]1CN(Cc2ccco2)CCN1C(=O)c1n[nH]c(=O)c2ccccc12	-28
26	Cc1ccc(-c2nnn(C3CCN(C(=O)Cc4n[nH]c(=O)c5ccccc45)CC3)n2)cc1	-65
27	O=C(c1cccnc1)N1CCC[C@@H](Cn2cc(C(=O)N3CCOCC3)nn2)C1	-12
28	Cc1cc(-c2cncnc2C2CCN(C(=O)Nc3ccccc3C(F)(F)F)CC2)on1	11
29	COc1ccc(Cn2ncc3c4sc(C)cc4n(C)c3c2=O)cc1	-51
30	CCc1nn(CC(=O)NCCCN2CCCC(C)C2)c(=O)c2cc3ccsc3n12 (centres undefined)	-40

Another view of part of the listing above:
[26] Cc1ccc(-c2nnn(C3CCN(C(=O)Cc4n[nH]c(=O)c5ccccc45)CC3)n2)cc1
- EP2 modulator: -65

[27] O=C(c1cccnc1)N1CCC[C@@H](Cn2cc(C(=O)N3CCOCC3)nn2)C1
- EP2 modulator: -12

[28] Cc1cc(-c2cncnc2C2CCN(C(=O)Nc3ccccc3C(F)(F)F)CC2)on1
- EP2 modulator: 11

[29] COc1ccc(Cn2ncc3c4sc(C)cc4n(C)c3c2=O)cc1
- EP2 modulator: -51

Going on with the list.
#	smiles	EP2 modulator
31	CC[C@H](Cn1ncc2ccccc2c1=O)NC(=O)c1cnc(C)cn1	-19
32	CCn1c2cc(C)sc2c2cnn(CC(=O)NC3CC3)c(=O)c21	-17
33	CCN(CC)C(=O)N1CCCC(c2ncncc2S(C)(=O)=O)C1 (centres undefined)	4
34	O=C(C1CCCC1)N1CCC(Cn2nc(-c3ccco3)ccc2=O)CC1	-24
35	O=C(C1CCC1)N1CCC[C@H]1Cn1nc(-c2ccc(F)cc2)ccc1=O	-12
36	CC[C@H](Cn1ncc2ccccc2c1=O)NC(=O)Cc1ccc(F)cc1	-30
37	Cc1cccnc1C1(O)CCN(C(=O)Cn2c(C(F)(F)F)nc3ccccc32)CC1	35
38	CC[C@H](Cn1nc(-c2ccc(F)c(F)c2)ccc1=O)NC(=O)C(C)(C)C	-20
39	CCc1cc(=O)n2[nH]c(C)c(-c3ccc(Cl)cc3)c2n1	-68
40	CCn1c(N2CCC(C(=O)NC(C)c3cc(OC)ccc3OC)CC2)nc2ccccc21 (centres undefined)	-28
41	Cc1sc2nc(C3CC3)n(C3CCN(C(=O)C4CC4)CC3)c(=O)c2c1C	34
42	Cn1ccnc1C1(O)CC2CCC(C1)N2C(=O)c1ccco1 (centres undefined)	-66
43	COCCn1c(=O)[nH]c2cc(C(=O)N3CCn4c(nnc4C4CC4)C3)ccc21	-18
44	NC(=O)c1nc(-c2ccccc2F)nc2c1[nH]c(=O)n2C1CCCCC1	50
45	CN1[C@@H](C(=O)N2CCN(C(=O)c3ccco3)CC2)C[C@@H](c2cccs2)NS1(=O)=O	-23
46	c1ccc(CN2CCC(NC3CCCC3)C(c3ccccc3)C2)cc1 (centres undefined)	-15
47	CCc1nn(CC(=O)NCc2ccccc2OC)c(=O)c2cc3ccsc3n12	-22
48	CC1CCCCN1c1nc2c(c(=O)[nH]1)CCN(Cc1ccccc1F)C2 (centres undefined)	-22
49	Cc1ncc(-c2ccncc2)c(C2CCCN(C(=O)c3sc(C)nc3C)C2)n1 (centres undefined)	-8
50	O=C(C1CCCCC1)N1CCC[C@H]1Cn1nc(-c2ccc(F)cc2)ccc1=O	-16
51	Cc1nn2c(NCCO)c3c(nc2c1-c1ccc(F)cc1)CCC3	-17
52	CC1CCN(c2nc3c(c(=O)[nH]2)CCN(Cc2ccc(F)cc2)C3)CC1	-14
53	CC(C)Cc1cc(C(=O)N2CCN(Cc3ccco3)C[C@@H]2C(C)C)no1	-54
54	COc1ccc(-c2nnn(C3CCN(C(=O)CCc4cc(Cl)no4)CC3)n2)cc1	-49
55	CC(C)CC(NC(=O)Cc1ccccc1F)c1nc2cccnc2n1C(C)C (centres undefined)	-2
56	CCn1c(N2CCC(C(=O)NCc3ccc(OC)cc3)CC2)nc2ccccc21	-29
57	O=C(c1ccccn1)N1C2CCC1CC(c1ccc(F)cc1)C2 (centres undefined)	-15
58	O=C(C1CC=CCC1)N1CCCC(c2[nH]ncc2-c2ccncc2)C1 (centres undefined)	-10
59	Cc1cc(-c2cn[nH]c2C2CCCN(CC(=O)NCc3cccs3)C2)on1 (centres undefined)	-37
60	CCn1nc(CC(=O)N2CCC(n3nnc(-c4ccccc4)n3)CC2)c2ccccc2c1=O	2
61	O=C(NCc1ccc2c(c1)OCO2)[C@@H]1C=CCN1C(=O)NCc1ccccc1	-1
62	CCn1c2cc(C)sc2c2cnn(CC(=O)N3CCC(C)CC3)c(=O)c21	14
63	Cc1nn(CC(=O)N(C)CCc2ccccn2)c(=O)c2cc3sccc3n12	-41
64	CC1CCCC(C)N1CCCNC(=O)c1cn(C(C)c2cccc(F)c2)nn1 (centres undefined)	6
65	C[C@@H]1CN(Cc2ccco2)[C@H](C)CN1CC(=O)Nc1nc2c(s1)CCCC2	-9
66	COc1cccc(CN2CCN(C(=O)c3ccn[nH]3)[C@@H](C)C2)c1	-13
67	CCOc1ccc(CC(=O)N2CCCC(c3ncncc3-c3cc(C)no3)C2)cc1 (centres undefined)	-29
68	CC1CCCC(C)N1C(=O)CN1CCC(n2cnc3cccnc32)CC1 (centres undefined)	7
69	O=C(O)[C@H]1CN(C(=O)c2ccco2)C[C@@H]1c1ccccc1F	33
70	Cc1cc2c(cc3c(=O)n(CC(=O)NC4CCCCC4C)nc(C)n32)o1 (centres undefined)	-14
71	Cc1nn(CC(=O)NCC2CC2)c(=O)c2cc3sccc3n12	26
72	COCCNC(=O)CN1N=C(c2ccc(C)cc2)Cn2c(cc3ccccc32)C1=O	-42
73	Cc1nn(CC(=O)NC(C)C)c(=O)c2cc3sccc3n12	-13
74	Cc1cc2c(cc3c(=O)n(CC(=O)NCc4ccc(F)cc4)nc(C)n32)s1	-5
75	CCn1c2cc(C)oc2c2cnn(C(C)C(=O)NCc3ccccn3)c(=O)c21 (centres undefined)	-2
76	O=C(CN1CCC(c2ccc3c(c2)OCO3)CC1)NC1CC1	-56
77	COc1ccc(CNC(=O)CN2N=C(C(C)(C)C)Cn3c(cc4ccccc43)C2=O)cc1	-42
78	O=C(Nc1ccc2c(c1)OCCO2)c1ncoc1-c1cccs1	-9
79	CC(C)n1nc(CC(=O)N2CCCCC2c2nc3ccccc3[nH]2)c2ccccc2c1=O (centres undefined)	-7
80	CCc1nc2c(nnn2Cc2ccc(F)cc2)c2nnc(-c3ccc(OC)cc3)n12	9

Next part.
#	smiles	EP2 modulator
81	Cc1oc2ccccc2c1CN1CCc2c(nc(N3CCCC3)[nH]c2=O)C1	-14
82	Cc1ncc(-c2ccncc2)c(C2CCN(C(=O)c3ccc4nc(C)c(C)nc4c3)CC2)n1	-35
83	C#CCNC(=O)C1CCN(c2nc3ccccc3n2CC)CC1	-19
84	Cc1cc2c(cc3c(=O)n(CC(=O)N(Cc4ccccn4)C4CC4)nc(C)n32)s1	-6
85	CCc1nn(CC(=O)NC(C)c2ccccn2)c(=O)c2cc3occc3n12 (centres undefined)	26
86	Cn1c(=O)n(CC(=O)N2CCCc3ccccc32)c2cccnc21	-54
87	Cc1ncc(-c2ccncc2)c(C2CCN(C(=O)N3CCCCC3)CC2)n1	-25
88	CC(C)[C@@H](Cn1nc(-c2ccc(F)c(F)c2)ccc1=O)NC(=O)c1cscn1	-11
89	CCOCCCNC(=O)Cn1ncc2c3oc(C)cc3n(C(C)C)c2c1=O	-23
90	COc1ccc(C(=O)N2CCC(C(=O)c3nc4ccccc4s3)CC2)cc1OC	-45
91	O=C(NC(c1ccccc1)c1ccccc1)c1ncoc1-c1cccs1	41
92	COc1ccc(-c2nc3cnccn3c2NCc2ccccc2)cc1CO	-85
93	CC(C)[C@@H](Cn1nc(C2CC2)ccc1=O)NC(=O)Cc1cccs1	-15
94	Clc1cccc(-c2n[nH]c3c2CN(Cc2ccc4c(c2)OCO4)CC3)c1	-40
95	Cc1nn(C)cc1-c1nc2cnccn2c1NCc1cccs1	4
96	O=C(NCC1COc2ccccc2O1)c1ncoc1-c1cccs1 (centres undefined)	-18
97	Cc1cc(C)n2nc(CC(=O)N3CCCC3c3nc4cc(C)c(C)cc4[nH]3)nc2n1 (centres undefined)	12
98	Cc1ncc(-c2ccncc2)c(C2CCCN(C(=O)c3ccccn3)C2)n1 (centres undefined)	-8
99	CN(C(=O)Cn1c(=O)n(Cc2ccco2)c2ncccc21)C1CCCCC1	-10
100	O=C(c1cccs1)N1CCC(Cn2nc(-c3cccs3)ccc2=O)CC1	-47
101	CCc1cc(=O)[nH]c(NC2CCN(CC(=O)NC3CCCCC3)CC2)n1	4
102	C=CCn1c(N2CCC(C(=O)Nc3ccc(OC)nc3)CC2)nc2ccccc21	-41
103	Cc1ccc(-c2c(C)[nH]n3c(=O)c4c(nc23)CCC4)cc1	-90
104	Cc1noc(C)c1C(=O)N1CCC2(CC1)NC(=O)c1ccccc1O2	5
105	O=C(c1cc(C2CC2)[nH]n1)N1CCn2c(CO)nnc2C1	-19
106	COCCNC(=O)Cn1nc2c3c(C)c(C)sc3nc(C(C)C)n2c1=O	-65
107	CC(C)[C@H]1CN(Cc2ccco2)CCN1C(=O)N1CCCCC1	29
108	O=C1NC2=C(C(=O)N(CCCc3ccccc3)C2)C(c2cccs2)N1 (centres undefined)	-37
109	CC(C)N(C(=O)Cn1nc(-c2cccc3ncccc23)oc1=O)C(C)C	-14
110	O=C(Cc1c[nH]c2ccccc12)N1CCc2c(nc(N3CCOCC3)[nH]c2=O)C1	-16
111	Cc1cc2c(s1)c1cnn(CC(=O)N3CCOCC3)c(=O)c1n2Cc1ccc(F)cc1	-34
112	Cc1[nH]c2ccc(C(=O)N3CCn4c(CO)nnc4C3)cc2c1C	17
113	O=C(Cn1cnnn1)N1C2CCC1CC(c1ccc(F)cc1)C2 (centres undefined)	0
114	COCCn1nnnc1CN1CCCC(c2[nH]ncc2-c2ccncc2)C1 (centres undefined)	-16
115	COc1ccc(-c2ccc(=O)n(CC3CCN(S(C)(=O)=O)CC3)n2)cc1	-73
116	O=C(c1cscn1)N1C2CCC1CC(O)(c1ccco1)C2 (centres undefined)	8
117	C=CCn1c(N2CCC(C(=O)NCc3ccccc3F)CC2)nc2ccccc21	-35
118	CCn1c(N2CCC(C(=O)NCCCCO)CC2)nc2ccccc21	-34
119	CC(C)(C)C1=NN(CC(=O)N2CCOCC2)C(=O)c2cc3ccccc3n2C1	-17
120	O=C(c1ccncc1)N1C2CCC1CC(O)(c1ccccn1)C2 (centres undefined)	-19
121	Cc1ncccc1C(=O)NC(c1ccc(F)c(F)c1)c1nccn1C (centres undefined)	8
122	CCc1nn(CC(=O)NC(C)c2ccccn2)c(=O)c2cc3ccsc3n12 (centres undefined)	-15
123	CCCc1nn(CC(=O)NCCc2ccco2)c(=O)c2cc3ccsc3n12	-41
124	Cc1nn(CC(=O)NCCc2ccco2)c(=O)c2cc3sccc3n12	3
125	O=C(c1cccnc1)C1CCN(C(=O)C2CCCCC2)CC1	-3
126	Cc1nn2c(NCCCN3CCCC3=O)c3c(nc2c1-c1cccs1)CCC3	-4
127	Cc1sc2nc(C3CC3)n3c(=O)n(CCN4CCCC4)nc3c2c1C	15
